High-throughput results (PubChem BioAssay)
EBI2 block: blocks human EBI2 receptor beta-arrestin signaling; P32249; EBI2 beta-arrestin recruitment, luminescence, 7a,25-OHC stimulated; inhibition, % at 5 µM; 360,000 compounds, 0.81% hits; AID 651636; in the data active = inhibition above about 38%;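 also: enzyme fragment complementation signal reports receptor beta-arrestin coupling in cells; 0% = agonist plus DMSO wells and 100% = wells without agonist; some results beyond the cut were filed as inactive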
Target sequence (P32249 whole entry, looked up, the tested form may be a part): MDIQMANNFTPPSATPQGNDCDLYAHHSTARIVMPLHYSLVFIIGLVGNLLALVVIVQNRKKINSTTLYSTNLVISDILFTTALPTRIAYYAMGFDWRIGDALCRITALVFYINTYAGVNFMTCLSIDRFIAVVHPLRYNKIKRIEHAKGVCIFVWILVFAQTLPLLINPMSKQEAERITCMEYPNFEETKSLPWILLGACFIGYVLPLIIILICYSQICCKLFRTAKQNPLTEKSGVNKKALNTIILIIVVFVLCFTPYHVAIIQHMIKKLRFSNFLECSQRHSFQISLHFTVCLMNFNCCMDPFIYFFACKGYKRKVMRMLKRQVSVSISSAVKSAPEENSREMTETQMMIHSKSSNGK
UBC13 inh: blocks human UBC13 polyubiquitin chain formation. TR-FRET. inhibition, % at 20 µM. AID 485273. 330,000 compounds, 0.47% hits. P61088; in the data active = inhibition above about 45%, passing the limit was not always enough
Gli-Sufu antag: Gli-Sufu pathway antagonism; inhibition, % at 5 µM; Sufu-KO-LIGHT fibroblasts, Gli luciferase reporter luminescence; 340,000 compounds, 0.74% hits; AID 588413;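 active = inhibition above about 55%, limit read from the data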;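 also: 0% = DMSO-treated cells and 100% = wells with medium but no cells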
Jurkat NFkB inh: inhibitors of the PMA/ionomycin-induced NF-kB reporter in Jurkat cells; PMA/ionomycin-induced NF-kB luciferase reporter, luminescence; inhibition, % at 4 µM; 330,000 compounds, 0.53% hits
Apaf1 inhib: inhibitors of human Apaf-1 apoptosome. reconstituted apoptosome caspase-3 activity, DEVD-Rh110 fluorescence. inhibition, % at 20 µM. 330,000 compounds, 0.71% hits. AID 489030; active = inhibition of at least 40% at 20 µM;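 also: plate controls were DMSO wells for no effect and DEVD-CHO caspase inhibitor wells for full effect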
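Assay system: Apoptosome proteins | Medium: pH 7.5 Hepes buffer with CHAPS, BSA, DTT | Also added: Cytochrome c and DEVD-Rh110 substrate | Times: 30 min plus 50 min, RT | Detection: Rhodamine 110 fluorescence at Ex 480/Em 540 nm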
CCR6 antag: CCR6 (human) receptor antagonism; 340,000 compounds, 0.49% hits; inhibition, % at 20 µM; CHO-K1 CCR6 PathHunter beta-arrestin, luminescence, CCL20-stimulated; P51684; AID 493098;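 active = compounds whose inhibition of the agonist-driven luminescence signal at 20 µM reaches about 50%, limit read from the data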;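 also: cells stimulated with CCL20 at 14 nM final; plate controls were DMSO with CCL20 for no effect and DMSO without agonist for full effect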
Target sequence (P51684 whole entry, looked up): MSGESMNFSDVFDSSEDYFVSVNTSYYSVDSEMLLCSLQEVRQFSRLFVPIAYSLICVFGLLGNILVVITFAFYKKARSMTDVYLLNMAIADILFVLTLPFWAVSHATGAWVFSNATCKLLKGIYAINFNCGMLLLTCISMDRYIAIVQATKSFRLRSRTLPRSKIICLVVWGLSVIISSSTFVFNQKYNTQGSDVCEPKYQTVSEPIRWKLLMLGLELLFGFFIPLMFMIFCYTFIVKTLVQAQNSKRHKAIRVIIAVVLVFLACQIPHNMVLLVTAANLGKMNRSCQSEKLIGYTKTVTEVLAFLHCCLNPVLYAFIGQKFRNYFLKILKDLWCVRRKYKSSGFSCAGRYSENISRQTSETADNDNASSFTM
SENP8 inh: SENP8 protease inhibition; Q96LD8; purified SENP8, Z-RLRGG-aminoluciferin cleavage, luminescence; inhibition, % at 10 µM; 330,000 compounds, 1.2% hits; AID 2540
Target sequence (Q96LD8 whole entry, looked up): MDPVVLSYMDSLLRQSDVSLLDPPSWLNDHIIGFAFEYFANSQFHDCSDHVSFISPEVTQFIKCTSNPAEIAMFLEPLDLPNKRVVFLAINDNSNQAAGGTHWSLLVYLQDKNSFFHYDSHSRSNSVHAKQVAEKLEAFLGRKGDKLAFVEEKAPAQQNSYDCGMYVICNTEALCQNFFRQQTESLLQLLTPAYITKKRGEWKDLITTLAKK
697 NFkB inh: inhibitors of the PMA/ionomycin-induced NF-kB reporter in 697 B cells | 697 B-cell NF-kB luciferase reporter, 16 h | inhibition, % at 4 µM | 330,000 compounds, 0.33% hits | AID 435022; in the data active = inhibition above about 35%
Active calls of the source: *; · = no result given. Rule as the data show it, unless noted: active = inhibition above about 50%; inactive = the rest. An excerpt; count on the stated rates, not on these rows.

SMILES	EBI2 block	UBC13 inh	Gli-Sufu antag	Jurkat NFkB inh	Apaf1 inhib	CCR6 antag	SENP8 inh	697 NFkB inh
Cc1c(Cl)cccc1-n1nnnc1-c1cccs1	-5	2	1	6	7	-3	5	20
Cn1cc(S(=O)(=O)Nc2cccc3ccccc23)c(=O)n(C)c1=O	-18	-4	-8	14	1	13	2	-13
CC(=O)Nc1ccc(C(=O)NC2CCSc3ccccc32)cc1 (stereo not drawn)	-9	-1	-6	-27	1	-3	13	4
COCC(=O)N(CCc1ccccc1)Cc1cc2cc(C)ccc2nc1Cl	-8	-8	-3	-1	1	14	-2	10
COc1ccc(CCn2c(=N)c(C(=O)NCC3CCCO3)cc3c(=O)n4ccccc4nc32)cc1 (stereo not drawn)	16	-14	31	-13	0	27	-3	-12
COc1ccc(NC(=O)Nc2ccc3oc(C)nc3c2)cc1	-7	6	-57	-74	1	3	-8	-66
O=C(CSc1nc2ccccc2[nH]1)c1c[nH]c2ccccc12	-7	7	-18	-19	-18	0	-4	5
CCN(CC)CCn1c(SCC(=O)NCc2ccccc2)nc2c(sc3ccccc32)c1=O	1	6	16	-12	-13	15	8	-14
CN(C(=O)COC(=O)c1cccc(S(=O)(=O)N(C)c2ccccc2)c1)C1CCCCC1	4	0	-8	11	14	16	0	6
C[C@@]12C(=O)N(Cc3ccc(F)cc3)CC(=O)N1[C@H]1c3cc(Cl)ccc3OC[C@@H]1[C@@H]2c1ccccc1	25	4	0	-1	27	12	3	8
Cc1ccc2c(c1)N(CCCC(=O)NCC1COc3ccccc3O1)C(=O)CO2 (stereo not drawn)	-2	18	2	-8	-8	4	-3	-5
Cc1ccc(S(=O)(=O)CCC(=O)N(CCCN2CCOCC2)c2nc3ccccc3s2)cc1	21	5	-37	-41	16	31	4	-13
CC(=O)c1ccc(N2CCN(C(=O)Cn3cnc(S(=O)(=O)N4CCCCC4)c3)CC2)cc1	0	-9	-21	-8	-10	12	4	-4
O=C(N/N=C/c1cccc([N+](=O)[O-])c1)c1cc[n+](CCO)cc1	0	1	5	-14	0	16	-8	-6
CN(CC(=O)Nc1ccccc1Br)C(=O)CCc1ccccc1	2	-1	-4	5	-1	6	2	15
Cc1ccc(NC(=O)CSc2nc(=O)cc(N)n2CCc2ccccc2)cc1	-4	-3	-5	11	-10	3	-1	-4
O=C(Cn1c(C(F)(F)F)nc2ccccc21)Oc1cccc(C(F)(F)F)c1	-7	-6	-13	-5	6	-7	-8	-45
Clc1ccc2nc(-c3ccc(Br)s3)cn2c1	30	-9	-126	-179	3	12	63*	-151
C[C@H]1CN([C@@H](C)CO)C(=O)Cc2cc(NC(=O)Cn3cnnn3)ccc2O[C@H]1CN(C)Cc1ccncc1	-1	11	-6	11	-15	-6	8	1
Cc1cccc(OCC(=O)Nc2cccc3nsnc23)c1	2	5	-13	-10	8	7	-38	-4
C=C(C)Cn1c(CCn2c3ccccc3c3ccccc32)n[nH]c1=S	-18	-12	4	-6	20	12	-11	-11
Cc1ccc(NC(=O)C(c2ccc(Cl)cc2)N2CCOCC2)cc1 (stereo not drawn)	12	1	-3	-1	-11	3	2	12
Cc1ccc(O)c(-c2cc(C(=O)Nc3ccc(S(=O)(=O)Nc4nccc(C)n4)cc3)[nH]n2)c1	3	-14	-2	-3	-2	3	0	6
CC1Cc2ccccc2N1S(=O)(=O)c1cccc(C(=O)OCC(=O)N2CCOCC2)c1 (stereo not drawn)	3	12	-2	6	-1	4	0	-7
COc1cccc(N=C2CC(C)(C)CC(=O)/C2=C(/O)c2ccccc2)c1	6	0	2	-2	-3	-7	3	3
COc1ccc([C@@H]2[C@@H]3C(=O)N(C(C)(C)C)C(=O)[C@@H]3[C@]3(Cc4ccccc4)C(=O)N(c4cccc(F)c4)C(=O)N23)cc1	-1	2	-5	10	-9	-9	7	-2
O=C(O)c1ccc2nc(-c3ccco3)c(-c3ccco3)nc2c1	-15	21	4	20	62*	3	16	10
CN(C)c1ccccc1C(=O)c1ccccc1N(C)C	-1	29	-87	26	15	15	-4	-141
CC1Sc2ccc(S(=O)(=O)N3CCC(C(=O)NCc4ccccc4)CC3)cc2NC1=O (stereo not drawn)	-4	-2	-1	13	2	3	0	-2
CC1CCCN(C(=O)c2ccc3c(c2)C(=O)N(CCC2=CCCCC2)C3=O)C1 (stereo not drawn)	4	-2	-1	11	9	8	5	0
COc1ccc(/C=C/C(=O)Nc2ccc3c(c2)OCCO3)cc1OC	8	-10	-3	-20	6	14	-1	-12
O=C1C(Cc2c[nH]c3ccccc23)NC(=S)N1C1CCCCC1 (stereo not drawn)	-3	-7	4	-3	7	2	-10	-6
Cc1c(C(C)NC(=O)c2cc(COc3cccc4cnccc34)on2)cnn1C (stereo not drawn)	-8	16	17	36	-4	9	-8	-34
O=C(Nc1ccccc1)C1CCCN1/C=C/C(=O)C(F)(F)F (stereo not drawn)	4	-4	-9	4	-14	-3	2	21
CN1C(=O)C(=O)/C(=C(/O)c2ccc(Br)cc2)C1c1cccc([N+](=O)[O-])c1 (stereo not drawn)	-1	1	5	12	1	13	-6	21
CN1CCN(C(=O)C2=C[C@@H](C(C)(C)C)C[C@@H](OCc3ccc(CO)cc3)O2)CC1	8	8	-11	13	-8	7	3	16
COC(=O)Cn1cnc(C(=O)Nc2ccc(C)c(C)c2)n1	-11	·	3	·	8	14	·	16
CCCCNc1nc(N)nc(-c2cc(Cl)ccc2O)n1	15	32	-95	-135	15	-7	41	-290
CCc1cccc2sc(NC(=O)C3CC3)nc12	5	6	28	2	0	-2	4	6
CC1=NN(c2ccc(Cl)cc2)C(=O)/C1=C\c1cccn1-c1ccc(S(N)(=O)=O)cc1	60*	-40	3	3	6	32	-10	13
Clc1ccc(SCCN2CCNCC2)cc1	-3	0	1	-20	-1	32	6	3
O=C(CNC(=O)c1ccc(F)cc1)Nc1ccccc1C(F)(F)F	-6	9	7	13	-22	-1	-3	14
CCN(CC)C1CC(=O)N(c2ccc(Br)cc2)C1=O (stereo not drawn)	10	-2	10	5	1	5	-9	-1
CS(=O)(=O)N(CC(=O)N1CCCC1)c1cccc(Cl)c1Cl	-4	5	1	-3	-18	-1	-4	14
CN(C)c1cccc(NC2=CC(=[N+]3CCOCC3)CC(C)(C)C2)c1	-5	-17	12	8	3	0	-1	-7
Cc1ccc(S(=O)(=O)CCC(=O)N(C)c2c(N)n(Cc3ccccc3)c(=O)[nH]c2=O)cc1	-10	-1	-4	-5	-4	-1	-10	6
CN(C)c1ccncc1C(=O)Nc1ccc(F)cc1F	11	-5	59*	4	-6	11	-14	-11
CC(O)/C=C/c1ccc2ccccc2n1 (stereo not drawn)	10	-16	-4	-8	-3	1	-24	12
O=C(O)c1cccc(NS(=O)(=O)c2ccc(Cl)c(C(=O)O)c2)c1	-12	-9	0	0	6	-6	1	19
CCc1c(C(=O)NCc2ccc3c(c2)OCO3)[nH]c(C)c1C(C)=O	-15	1	1	-1	1	-2	-3	17

The results go on:
SMILES	EBI2 block	UBC13 inh	Gli-Sufu antag	Jurkat NFkB inh	Apaf1 inhib	CCR6 antag	SENP8 inh	697 NFkB inh
O=C(COC(=O)c1cncc(Br)c1)NCC1CCCO1 (stereo not drawn)	0	1	4	17	8	-2	9	0
CCC(=O)NCCc1nc2ccccc2n1Cc1ccccc1	-10	8	10	0	-4	3	-2	13
CCc1cc2c(=O)n(-c3ccccc3)cnc2s1	-5	-4	-36	-51	1	8	-10	-26
CC(C)n1cnc2c(Nc3cccc(F)c3)nc(NCCO)nc21	-18	3	-8	1	2	6	-9	-3
CN(CC(=O)Nc1ccc(F)cc1)C(=O)c1cccc(S(=O)(=O)N2CCN(c3ccccc3)CC2)c1	8	2	20	16	19	8	1	-24
Cc1cccc(Cc2c(C)nc3nc(SCC(=O)NCc4ccco4)nn3c2C)c1	1	-7	2	7	25	-1	-6	-55
CCOC(=O)C1(CC2CCCCO2)CCN(C(=O)Nc2ccccc2CC)CC1 (stereo not drawn)	6	-4	-20	4	-9	6	-6	5
Cc1nnc(SCC(=O)NCc2ccc3c(c2)OCO3)[nH]c1=O	1	2	0	1	-11	-7	5	12
COc1ccc(/C=C2\SC(=O)N(CCC(=O)N3CCN(C)CC3)C2=O)cc1	0	-7	34	-9	-5	6	13	-21
CCCCn1c(N)c(N2CCOCC2)c(=O)n(CC(=O)NC(C)c2ccccc2)c1=O (stereo not drawn)	0	2	-7	-7	2	-1	0	0
COC(=O)CSc1nnc2n1C(C)(C)Cc1ccccc1-2	6	-5	3	-10	-1	0	1	-31
O=C(Nc1ccccc1)C1(c2ccccc2)CC1(Cl)Cl (stereo not drawn)	2	-8	-3	-14	12	1	-9	-4
COc1cccc(/C=C2/Sc3ccc(C(=O)NCCCN4CCCC4)cc3NC2=O)c1	1	27	14	-11	31	32	-10	-28
COc1ccccc1NC(=O)c1cc(Cl)ccc1NC(=O)c1ccco1	-31	8	2	-2	4	-13	2	-6
Cc1ccc2c3c([nH]c2c1C)-c1nonc1CC3	0	10	-26	-52	2	-4	-12	-56
Cc1c(C(=O)N2CCCC(C)C2)sc2ncnc(N3CCCCC3C)c12 (stereo not drawn)	8	-3	6	3	6	15	2	-7
O=Cc1ccc(Sc2nnc(-c3ccccc3)o2)c([N+](=O)[O-])c1	-14	1	-2	0	18	-24	9	5
Cc1ccc(S(=O)(=O)NC2(C(F)(F)F)NC(=O)N(C)C2=O)cc1 (stereo not drawn)	-8	1	-2	-1	-22	-11	-4	-15
Cc1[nH]c2ccc(C(=O)N3CCN(c4cccc(Cl)c4)CC3)cc2c1C	41	3	40	17	25	6	-3	-6
c1cncc(CSc2ccc(-c3cccnc3)nn2)c1	1	21	-2	-8	-17	5	-12	7
CCOC(Cn1c(SCc2cc(C(C)=O)ccc2OC)nc2ccccc2c1=O)OCC	4	1	-1	-6	6	6	-1	20
C/C(=C\c1ccccc1)C(=O)Nc1ccc(Cl)cn1	2	-1	-103	-114	7	11	33	-98
C=CCOn1c(=O)c(-c2ccc(F)cc2)[n+]([O-])c2ccccc21	0	3	-4	1	3	9	3	-2
COc1cccc(NC(=O)Nc2cc(Cl)ccc2C)c1	8	6	-13	2	29	19	-12	-2
CCOC(=O)c1c(CSc2ccccc2)n(C)c2ccc(O)c(CN3CCN(C)CC3)c12	6	-8	7	-26	18	24	-3	-35
Cc1cnc(C(=O)OCC(=O)NCc2cccc(Cl)c2)cn1	-8	-15	-10	-2	4	5	-11	-6
CC(NCc1ccccc1O)c1ccccc1 (stereo not drawn)	-1	6	-4	4	0	-7	-5	12
O=C(COc1cccc(-n2cnnn2)c1)N1CCOCC1	-6	-3	0	3	-28	0	-3	15
Cc1nn(C)c2ncc(C(=O)c3cc(F)ccc3O)cc12	-5	-1	4	5	-17	-7	12	13
CCN(CC)C(=O)/C(=C/c1ccc2c(c1)OCO2)NC(=O)c1ccc(Br)cc1	-10	-18	2	-2	6	21	-8	-1

In the list so far, six have bromine.
SMILES	EBI2 block	UBC13 inh	Gli-Sufu antag	Jurkat NFkB inh	Apaf1 inhib	CCR6 antag	SENP8 inh	697 NFkB inh
CN(CC(=O)Nc1ccccc1Br)C(=O)CCc1ccccc1	2	-1	-4	5	-1	6	2	15
Clc1ccc2nc(-c3ccc(Br)s3)cn2c1	30	-9	-126	-179	3	12	63*	-151
CN1C(=O)C(=O)/C(=C(/O)c2ccc(Br)cc2)C1c1cccc([N+](=O)[O-])c1 (stereo not drawn)	-1	1	5	12	1	13	-6	21
CCN(CC)C1CC(=O)N(c2ccc(Br)cc2)C1=O (stereo not drawn)	10	-2	10	5	1	5	-9	-1
O=C(COC(=O)c1cncc(Br)c1)NCC1CCCO1 (stereo not drawn)	0	1	4	17	8	-2	9	0
CCN(CC)C(=O)/C(=C/c1ccc2c(c1)OCO2)NC(=O)c1ccc(Br)cc1	-10	-18	2	-2	6	21	-8	-1
